Bioassay records: PubChem BioAssay, Southern Research Specialized Biocontainment Screening Center
M. tuberculosis: growth inhibition of non-replicating M. tuberculosis (AID 488890); inhibition, % at 25 µM; hits with a dose series show IC50 in µM; 320,000 compounds, 0.39% hits; Mycobacterium tuberculosis non-replicating, growth inhibition; higher % means a stronger effect; in the data active = a potency from the dose series; inconclusive = inhibition mostly from about 82% at the one dose, without a potency; inactive = the rest, 99 in 100 with inhibition below about 76%;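 note: plate controls were DMSO cells for no effect and high antibiotic wells for full effect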
influenza NS1A: H1N1 influenza NS1A inhibitors, functional cell based assay (AID 504329) | NS1A functional cell-based assay, percent inhibition; higher % means a stronger effect | one-dose inhibition, % at 12.5 µM; IC50 in µM for titrated hits | 340,000 compounds, 0.3% hits; in the data active = a potency from the dose series; inconclusive = inhibition above about 27% without an active follow-up result; note: strong numbers were not always called active
VEEV TC-83 Vero: inhibitors of VEEV TC-83 cytopathic effect, confirmation, Vero cells (AID 588727); Vero cells, VEEV TC-83 cytopathic effect inhibition; higher % means a stronger effect; inhibition, % at 20 µM, or IC50 in µM where a hit was titrated; 350,000 compounds, 0.13% hits; in the data active = a potency from the dose series; inconclusive = inhibition mostly from about 14% at the one dose, without a potency; inactive = the rest, 99 in 100 with inhibition below about 12%; note: strong numbers were not always called active
H37Rv inhibition: M. tuberculosis growth inhibition, HTS (AID 449762); M. tuberculosis H37Rv growth inhibition, 7H9 media; higher % means a stronger effect; inhibition, % at 25 µM; hits with a dose series show IC50 in µM; 330,000 compounds, 0.59% hits; in the data active = a potency from the dose series; inconclusive = inhibition above about 70% without an active follow-up result;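 note: bacterial growth assessed after seven days of incubation; strong numbers were not always called active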
PhoP GFP inhibition: PhoP regulon inhibitors, Salmonella typhi PhoP promoter GFP reporter, confirmatory (AID 1850); Salmonella Typhi PhoP-promoter GFP reporter, fluorescence, 4 h; higher % means a stronger effect; inhibition, % at 50 µM, or IC50 in µM where a hit was titrated; 310,000 compounds, 0.33% hits; in the data active = a potency from the dose series; inconclusive = inhibition mostly from about 25% at the one dose, without a potency; inactive = the rest, 99 in 100 with inhibition below about 19%;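 note: 0% = induced wells with vehicle and 100% = uninduced wells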
VEEV TC-83 Vero 10K pilot screen: also measured in VEEV TC-83 Vero; calls as there; inhibition, %; measured here: 10K pilot screen inhibition
An asterisk follows results filed as active; i = inactive; ? = inconclusive; · = not tested or not shown. Rows were taken by chance; 1.6% or so of the library scored in one or more.

A first look:
SMILES | M. tuberculosis | influenza NS1A | VEEV TC-83 Vero | H37Rv inhibition | PhoP GFP inhibition | others
NS(=O)(=O)c1ccc(NC(=O)CCCCC(=O)Nc2ccc(S(N)(=O)=O)cc2)cc1 | -6% | -3% | 0.2% | 12% | -14%
C=CCn1c(SCC(=O)NC2CCCC2)nc2scc(-c3ccco3)c2c1=O | 15% | -4% | i | -8% | 2%
COc1cccc(N(CC(=O)NC2CCCC2)C(=O)CCCC(=O)Nc2ccccn2)c1 | -4% | -4% | 3.9% | 3% | 2%

The list itself (from the top)
SMILES | M. tuberculosis | influenza NS1A | VEEV TC-83 Vero | H37Rv inhibition | PhoP GFP inhibition | others
NS(=O)(=O)c1ccc(NC(=O)CCCCC(=O)Nc2ccc(S(N)(=O)=O)cc2)cc1 | -6% | -3% | 0.2% | 12% | -14%
C=CCn1c(SCC(=O)NC2CCCC2)nc2scc(-c3ccco3)c2c1=O | 15% | -4% | i | -8% | 2%
COc1cccc(N(CC(=O)NC2CCCC2)C(=O)CCCC(=O)Nc2ccccn2)c1 | -4% | -4% | 3.9% | 3% | 2%
COc1cccc(-c2nc(CS(=O)(=O)CC(=O)N3CCN(c4ccccn4)CC3)c(C)o2)c1 | 5% | 28% | 3.5% | -8% | -7%
Cc1noc(/C=C/N(C)C)c1S(=O)(=O)N1CCc2ccccc21 | 60% | 11% | 1.2% | -11% | -14%
COC(=O)c1ccc(CN2CCCC(C(=O)c3cc(F)ccc3OC)C2)cc1 (stereo not drawn) | 0% | -4% | 0.9% | -4% | 6%
Cn1c(SCc2cccnc2)nc2c(c1=O)SCC2 | 27% | 3% | 0.1% | 6% | 3%
COc1ccc(S(=O)(=O)N2CCCC2C(=O)Nc2ccc(O)cc2)cc1 (stereo not drawn) | -9% | -4% | 0.2% | -6% | -5%
CCOc1ccc(C(=O)NC2CCN(S(C)(=O)=O)CC2)cc1 | -25% | -9% | 0.3% | -7% | 2%
Cc1nc(NC(=O)COC(=O)c2cc3c(s2)CCC(C)C3)c(Cl)cc1Cl (stereo not drawn) | 54% | 2% | 0.1% | -2% | -13%
O=C(CSc1nnc([C@@H]2CCCN2)o1)c1ccc(Cl)cc1 | 60% | 0% | 0.6% | -6% | 6%
CC1CCCN(C(=O)Nc2cccc(NC(=O)N3CCCC(C)C3C)c2)C1C (stereo not drawn) | 9% | -12% | 0.1% | -3% | -9%
CC(OC(=O)Cc1ccsc1)C(=O)Nc1ccc(C(N)=O)cc1 (stereo not drawn) | 13% | -4% | 0.8% | -4% | ·
Cn1c(=O)oc(=O)c2ccccc21 | · | -11% | i | · | ·
COc1ccccc1N(C(=O)c1snc(C(N)=O)c1N)C(C(=O)NCCC(C)C)c1ccco1 (stereo not drawn) | 22% | -7% | 0.3% | -6% | -2%
Cc1cc2c(SCC(=O)Nc3ccccc3O)ncnc2s1 | · | -24% | 0.3% | · | ·
COc1ccccc1-c1cc(C(=O)N/N=C/c2ccc(C)s2)c2ccccc2n1 | -8% | 7% | ? | 2% | -4%
S=c1[nH]nc(-c2ccccc2)n1/N=C/c1cccc(Br)c1 | 5% | 2% | 1.7% | 20% | -1%
Cc1ccccc1N1CCN(CCCN2C(=O)CC(=C(c3ccccc3)c3ccccc3)C2=O)CC1 | 30% | 4% | 0.8% | 7% | -11%
O=C(CCc1nnc(C2CCCCC2)o1)N1CCN(c2ccccc2F)CC1 | 5% | -11% | 2.1% | 1% | 10%
Cc1cccc(C)c1NC(=O)C(=O)c1cn(C)c2ccccc12 | -2% | -5% | 0.7% | 4% | 6%
COc1ccc(NC(=O)c2cc([N+](=O)[O-])ccc2N2CCCCC2)cc1 | · | -6% | 1.0% | 2% | 3%
O=c1cc(CN2CCc3ccccc32)c2ccc(O)cc2o1 | 13% | -3% | 6.4% | 3% | 1%
CCCCc1cc(=O)oc2cc(C)cc(OC(C)C(=O)NC(Cc3c[nH]c4ccc(O)cc34)C(=O)O)c12 (stereo not drawn) | -7% | 9% | 0.3% | -11% | 5%
CC(=O)NS(=O)(=O)c1ccc(NC(=O)CCC(=O)Oc2ccc(C)cc2)cc1 | -7% | 17% | 0.2% | 0% | 0%
O=c1oc2cc(OCc3nn[nH]n3)ccc2c2c1CCCC2 | 15% | -3% | i | -8% | -4%
Cn1c(=O)c2[nH]c(NCC3CCCO3)nc2n(-c2ccccc2)c1=O (stereo not drawn) | -4% | -8% | 1.0% | -3% | 3%
Cc1cc(OCc2n[nH]c(=S)n2-c2ccccc2)ccc1Cl | -5% | -9% | 1.1% | -1% | 7%
CCOC(=O)c1sc(NC(=O)CCCn2nc([N+](=O)[O-])cc2C)c(C(=O)OCC)c1C | -7% | 3% | 4.4% | -10% | 1%
O=c1[nH]c(=O)n(Cc2ccccc2)c2c1CCC2 | -5% | -2% | i | -1% | 0%

An excerpt from above in order of length of the SMILES, low to high:
SMILES | M. tuberculosis | influenza NS1A | VEEV TC-83 Vero | H37Rv inhibition | PhoP GFP inhibition | others
O=c1[nH]c(=O)n(Cc2ccccc2)c2c1CCC2 | -5% | -2% | i | -1% | 0%
O=c1oc2cc(OCc3nn[nH]n3)ccc2c2c1CCCC2 | 15% | -3% | i | -8% | -4%
Cc1cc(OCc2n[nH]c(=S)n2-c2ccccc2)ccc1Cl | -5% | -9% | 1.1% | -1% | 7%
Cc1cccc(C)c1NC(=O)C(=O)c1cn(C)c2ccccc12 | -2% | -5% | 0.7% | 4% | 6%
O=C(CCc1nnc(C2CCCCC2)o1)N1CCN(c2ccccc2F)CC1 | 5% | -11% | 2.1% | 1% | 10%
Cc1ccccc1N1CCN(CCCN2C(=O)CC(=C(c3ccccc3)c3ccccc3)C2=O)CC1 | 30% | 4% | 0.8% | 7% | -11%
CCOC(=O)c1sc(NC(=O)CCCn2nc([N+](=O)[O-])cc2C)c(C(=O)OCC)c1C | -7% | 3% | 4.4% | -10% | 1%

(more compounds)
SMILES | M. tuberculosis | influenza NS1A | VEEV TC-83 Vero | H37Rv inhibition | PhoP GFP inhibition | others
COc1ccc(-c2cc(C(=O)Nc3cc(C)on3)no2)cc1 | 52% | 15% | 2.1% | -6% | 9%
CC1CCCN(C(=O)c2ccc(NS(=O)(=O)c3ccc4[nH]c(=O)[nH]c4c3)cc2)C1 (stereo not drawn) | 4% | -14% | 3.2% | 20% | -2%
C=CCNC(=O)/C(C#N)=C/c1c(C)nn(-c2ccccc2)c1Cl | 47% | -3% | 0.1% | 2% | 1% | VEEV TC-83 Vero 10K pilot screen=0.6
CCCNC(=O)C1CCN(c2cc(-c3ccccc3)nc3ncnn23)CC1 | -20% | -5% | 4.1% | 3% | 2%
CC1(C)Oc2ccccc2OC1(O)c1ccc2ccccc2n1 (stereo not drawn) | 28% | -5% | 8.6% | 7% | -3%
CCn1cc(/C=C/C(=O)NCc2c(C)nn(C)c2C)cn1 | · | -11% | 2.9% | · | 3% | VEEV TC-83 Vero 10K pilot screen=0.3
Cc1cccc(N2CCN(C(=O)C3CCC(CNS(=O)(=O)c4cccs4)CC3)CC2)c1C (stereo not drawn) | 23% | 9% | 0.6% | 3% | -9%
Cc1ccc(-n2cc(-c3ccccc3)[nH]c2=O)cc1F | 2% | -14% | 2.2% | 0% | -4%
CC(OC(=O)c1ccc(F)c(S(=O)(=O)N2CCOCC2)c1)C(=O)NC1CCCC1 (stereo not drawn) | · | 0% | 5.2% | · | ·
COc1ccc(-c2cn3cccnc3n2)cc1NC(=O)c1cccs1 | 10% | 3% | 8.1% | 0% | 5%
O=C(NCc1ccccc1CN1CCCC1)c1cccc(S(=O)(=O)N2CCCC2)c1 | 48% | 5% | i | -11% | ·
Cc1onc(-c2ccccc2Cl)c1C(=O)N/N=C(\N)COc1ccc(Cl)cc1 | -13% | -18% | 1.1% | -4% | 12%
Cc1ccnc(Nc2nc3ccccc3s2)n1 | -3% | -4% | 2.4% | 6% | -3%
Cc1onc(-c2ccccc2Cl)c1C(=O)OCC(=O)Nc1cccc(S(=O)(=O)N(C)C)c1 | 12% | 1% | 4.9% | -2% | 2%
CCCN(CCC)C(=O)CP(=O)(c1ccccc1)c1ccccc1 | · | -3% | i | · | -5%
CCOc1ccc(CN(C(=O)c2cc3ccccc3oc2=O)C2CCS(=O)(=O)C2)cc1 (stereo not drawn) | -2% | -1% | 2.5% | -15% | 7%
CCOC(=O)C(Sc1ncn[nH]1)c1ccccc1 (stereo not drawn) | 3% | -3% | 3.9% | 2% | 7%
O=C(CSc1nc(O)cc(=O)n1-c1ccc(Cl)c(Cl)c1)Nc1ccc(Cl)cc1Cl | 2% | 3% | 1.5% | 3% | -4%
Cc1ccc(C(=O)NCCCNC(=O)c2ccco2)cc1C | -6% | 8% | 0.7% | -2% | -8%
O=C(Oc1ccc2c3c(c(=O)oc2c1)CCCC3)c1ccco1 | 71% | -3% | 7.8% | 8% | 8%
Cc1cc(C)nc(N2CCCC(CCC(=O)NCc3ccc(F)c(F)c3)C2)n1 (stereo not drawn) | -13% | 2% | 1.5% | 6% | -8%
Cc1ccc(-n2c(C)nn(CC#N)c2=O)cc1 | 0% | 5% | i | 9% | -11%
CN(CCO)CCC(=O)NC1(C)CS(=O)(=O)CC1S(=O)(=O)O (stereo not drawn) | -12% | 3% | 1.0% | -6% | 17%
Cc1cc(NC(=O)CSc2nc3c(cc2C#N)CCCCC3)no1 | 3% | -4% | i | 10% | 1%
Nc1cccc2nsnc12 | 4% | 2% | i | 3% | -3%
O=C(O)CCCNC(=O)CCCn1nnc2ccccc2c1=O | -9% | -18% | 0.7% | -1% | 5%
CN(C)CCCNc1ncc(C(F)(F)F)cc1Cl | 0% | -8% | 2.1% | -5% | -5% | VEEV TC-83 Vero 10K pilot screen=3.6
CC1CCN(CC(O)COc2cccc(F)c2)CC1 (stereo not drawn) | · | -5% | 0.6% | 1% | -6%
COc1ccc(NC(=O)C2CCCN2C(=O)OCc2ccccc2)c(OC)c1 (stereo not drawn) | -8% | -1% | 4.8% | -10% | 0%
Cc1cc(=O)oc2cc(OCc3ccc(C(=O)N4CCN(c5ccc([N+](=O)[O-])cc5)CC4)cc3)ccc12 | · | 2% | 0.5% | · | ·
O=C(Nc1ccc2c(c1)C(=O)NC2=O)c1ccc2ncsc2c1 | -5% | 2% | 0.8% | 7% | -13%
Cc1cc(N)n(Cc2ccc(Cl)cc2)n1 | -9% | -7% | 0.6% | -4% | -2%
COCC(C)NC(=O)C(C)Oc1ccccc1 (stereo not drawn) | -2% | -6% | 0.5% | -2% | -1%
COc1cc(OC)cc(-c2c(-c3cccs3)c3cc(-c4ccc(N(C)C)nc4)ccc3n2C)c1 | 25% | 7% | 0.3% | 5% | ·
Cc1cccc(N(C(=O)CNC(=O)c2ccco2)C(C(=O)NC2CCCCC2)c2cccnc2)c1 (stereo not drawn) | -4% | 1% | 0.4% | 5% | 1%
Cc1ccc([C@H]2C(C(=O)O)=CC[C@@H](c3cccs3)N2S(=O)(=O)c2ccc(C)cc2)cc1 | 4% | 2% | 0.1% | 4% | ·
CCN(CCn1cccn1)C(=O)CC1C(=O)NCCN1Cc1ccc(F)c(F)c1 (stereo not drawn) | 16% | 2% | 0.6% | 17% | -26%
CCOc1cccc(=O)c2c(C)n(C)c(C)c12 | 17% | -1% | i | 3% | 3%
CCOc1cc(/C=N/OC(C)=O)ccc1OCc1ccccc1 | 4% | -9% | 2.7% | 6% | -2%
CC(NC(=O)CSc1nnc(CC(=O)Nc2ccc(Cl)c(Cl)c2)n1C)c1ccccc1 (stereo not drawn) | 44% | -10% | 4.3% | -9% | 3%
Cc1ccc(S(=O)(=O)N(C)c2ccccc2)cc1 | -16% | -5% | i | -7% | 1%
Clc1ccc(CSc2nnc(-c3ccccn3)n2Cc2ccco2)c(Cl)c1 | 22% | 1% | i | 16% | -2%

Molecules from the list above containing a COOH group (3):
SMILES | M. tuberculosis | influenza NS1A | VEEV TC-83 Vero | H37Rv inhibition | PhoP GFP inhibition | others
CCCCc1cc(=O)oc2cc(C)cc(OC(C)C(=O)NC(Cc3c[nH]c4ccc(O)cc34)C(=O)O)c12 (stereo not drawn) | -7% | 9% | 0.3% | -11% | 5%
O=C(O)CCCNC(=O)CCCn1nnc2ccccc2c1=O | -9% | -18% | 0.7% | -1% | 5%
Cc1ccc([C@H]2C(C(=O)O)=CC[C@@H](c3cccs3)N2S(=O)(=O)c2ccc(C)cc2)cc1 | 4% | 2% | 0.1% | 4% | ·
